Compound activity (PubChem BioAssay)
Salmonella PhoP GFP: inhibitors of PhoP regulon expression, primary screen, Salmonella Typhimurium, GFP reporter (AID 1863); S. Typhimurium PhoP-regulated promoter GFP reporter, 4 h; higher % means a stronger effect; inhibition, % at 50 µM; hits with a dose series show IC50 in µM; 300,000 compounds, 0.16% hits;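 active = inhibition over 29.93%, a cutoff 3 SD above the screen mean, later confirmed by dose response; inconclusive = inhibition over 29.93% but no dose response follow-up; inactive = inhibition at most 29.93% or unconfirmed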;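 also: 0% = low Mg2+ inducing control and 100% = high Mg2+ repressing control; strong numbers were not always called active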
Rac1 GTP hydrolysis: MgcRacGAP GTPase-activating activity inhibitors, confirmation, biochemical, ADP Hunter fluorescence | MgcRacGAP-stimulated Rac1 GTP hydrolysis, ADP Hunter fluorescence; higher % means a stronger effect; GST-tagged Rac1 F28L mutant substrate | one-dose inhibition, % at 30 µM; IC50 in µM for titrated hits | 340,000 compounds, 0.6% hits | AID 624330;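 active = first-screen hits whose inhibition reached a set limit at any dose in the follow-up dose series; inconclusive = inhibition above the set first-screen limit but never retested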;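 also: fluorescence reports GDP produced by GAP-driven GTP hydrolysis; strong numbers were not always called active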
WT yeast gro inh: growth inhibition of WT yeast, mitochondrial fusion screen; mitochondrial fusion phenotypic screen, WT strain; inhibition, % at 10 µM; 190,000 compounds, 2.1% hits; AID 1362; in the data active = inhibition above about 58%; tested in S. cerevisiae
Large T inhibition: SV40 large T antigen inhibitors, biochemical (AID 1903); SV40 large T antigen ATPase/helicase inhibition assay; higher % means a stronger effect; 310,000 compounds, 0.39% hits; inhibition, % at 20 µM, or IC50 in µM where a hit was titrated; in the data active = a potency from the dose series; inconclusive = inhibition mostly from about 32% at the one dose, without a potency; inactive = the rest, 99 in 100 with inhibition below about 32%; also: strong numbers were not always called active
Myeloid diff 2: promotes myeloid progenitor differentiation. ER-HoxA9 myeloid progenitors, lysozyme-GFP differentiation, flow cytometry. calls only at 10 µM. 360,000 compounds, 1% hits;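 active = normalized GFP-positive differentiation at or above the plate's own cutoff, the solvent-only control mean plus 3 SD; inconclusive = no clear call, values can overlap the other calls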;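 also: cells exposed to compound for four days before flow analysis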
RSV CPE inhibition: inhibition of RSV-induced cytopathic effect – HEp-2 cells, primary 10 µM value included (AID 2391); 310,000 compounds, 0.13% hits; CPE inhibition, % at 10 µM, or IC50 in µM where a hit was titrated; HEp-2 cells, RSV-induced CPE inhibition; higher % means a stronger effect; in the data active = a potency from the dose series; inconclusive = CPE inhibition mostly from about 23% at the one dose, without a potency; inactive = the rest, 99 in 100 with CPE inhibition below about 21%; also: strong numbers were not always called active
T cell HTS: T cell immune modulation candidate; 2C CD8+ T cell-vesicle binding, flow cytometry; stronger effect = lower value; calls only at 7 µM; 330,000 compounds, 0.068% hits;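 active = response, share of CD8 T cells binding vesicles, and their 90th percentile fluorescence all below set limits, cut at about 80% in these data, passing the limit was not always enough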
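System: murine 2C transgenic CD8+ T lymphocytes; also added: QL9-loaded Drosophila micro-vesicles; times: binding 1.5 h at 37 °C; measured by: flow cytometry, PE anti-B7-1 (FL2) versus Alexa647 anti-CD8 (FL8), PFA-fixed; control set: Peptide-free naked vesicles (low) and QL9 vesicles with 0.7% DMSO vehicle (high)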
b-catenin transl: modulators of beta-catenin nuclear translocation | HeLa beta-catenin nuclear translocation, immunofluorescence imaging | nuclear translocation activity, % at 5 µM | 190,000 compounds, 0.3% hits;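 active = nuclear translocation activity above 50% at 5 µM, with a well cell count of 50 or more; inconclusive = wells under 50 cells across six images, flagged as toxic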;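 also: per-cell ratio of nuclear to cytoplasmic median beta-catenin stain intensity; plate controls were DMSO negative control for no effect and GSK-3 inhibitor IX positive control for full effect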
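Signal – beta-catenin immunofluorescence imaging with DAPI · Test system – human HeLa cell line · Dosing – 5 µM primary single dose, 0.1% DMSO, 0.02–20 µM confirmation series · Measure – % activation, nuclear-to-cytoplasmic median beta-catenin signal ratio per cell · Incubation – 24 h compound exposure at 37°C, 5% CO2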
West Nile virus CPE: West Nile virus antiviral activity, cell-based, CPE readout (AID 1621) | West Nile virus-infected cells, CPE inhibition; higher % means a stronger effect | CPE inhibition, % at 10 µM; hits with a dose series show IC50 in µM | 290,000 compounds, 0.02% hits; in the data active = a potency from the dose series; inconclusive = CPE inhibition mostly from about 3.7% at the one dose, without a potency; inactive = the rest, 99 in 100 with CPE inhibition below about 2.2%; also: strong numbers were not always called active
WT yeast gro inh mutant strain: second read-out of WT yeast gro inh, no call of its own (marks repeat the call); inhibition, %; mitochondrial fusion phenotypic screen, mutant strain inhibition
b-catenin transl cell count 5 µM: also measured in b-catenin transl; calls as there; cell count; measured here: cell count, cytotoxicity flag
T cell HTS vesicle-bound %: also measured in T cell HTS; calls as there; double positive events, %; measured here: CD8+ vesicle-bound cell fraction;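 binding gate set so that unloaded-vesicle control wells show 10% double positive cells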
Myeloid diff 2 GFP+ MAC1+ %: recorded beside Myeloid diff 2, whose call it bears; GFP+ MAC1+ double positive, %; measured here: differentiation confirmed by MAC1 staining
* hit, by the source's call; i = inactive; ? = inconclusive; · = not tested or not shown.

canonical_smiles,Salmonella PhoP GFP,Rac1 GTP hydrolysis,WT yeast gro inh,WT yeast gro inh mutant strain,Large T inhibition,Myeloid diff 2,Myeloid diff 2 GFP+ MAC1+ %,RSV CPE inhibition,T cell HTS,T cell HTS vesicle-bound %,b-catenin transl,b-catenin transl cell count 5 µM,West Nile virus CPE
COc1cccc(CC(=O)OC(C)C(=O)Nc2ncc(Cl)cc2Cl)c1 (stereo unspecified),12%,-4%,·,·,27%,i,0.5,-0.9%,i,35,·,·,·
CCc1cc(C(=O)c2ccc(OC)cc2)c(NC(=O)CN2CCCC2)s1,-6%,2%,·,·,5%,i,0.4,3.5%,i,60,2.8,1009,-0.8%
CC1CN=C(Nc2cccc(S(=O)(=O)N(C)C)c2)S1 (stereo unspecified),-2%,-2%,7,1,21%,i,0.5,1.5%,i,5,0.4,1057,-0.4%
CCc1csc(CCNC(=O)C2CCC(=O)N(CCc3cccc(F)c3)C2)n1 (stereo unspecified),5%,5%,·,·,1%,i,1.0,0.1%,i,47,·,·,-0.5%
Clc1ccc(CNc2ccc3nnc(-c4ccccc4)n3n2)cc1,-6%,13%,7,-13,15%,?,·,0.8%,i,35,1.6,540,·
COC(=O)C1CCN(Cc2c(C(=O)N3C[C@@H](C)O[C@@H](C)C3)nc3ccc(Cl)cn23)CC1,4%,-3%,·,·,10%,i,0.0,2.5%,i,47,·,·,-0.4%
CCSC1=C(C#N)C(c2cccs2)C(C(=O)OC)=C(C)N1 (stereo unspecified),-11%,6%,6,2,1%,i,4.1,0.6%,·,·,1.5,1139,0.3%
CCOC(=O)c1sc(=S)n2c1[nH]c(=O)c1ccc(C(=O)OC)cc12,-2%,-2%,16,14,2%,i,0.1,3.0%,i,54,-3.8,950,0.7%
COc1ccc(C)cc1NC(=O)CSc1nc2ccccc2nc1N1CC(C)OC(C)C1 (stereo unspecified),·,9%,·,·,1%,i,6.9,9.6%,i,49,·,·,0.6%
CC1=C(C(=O)Nc2ccccc2)C(c2ccc(C)o2)n2ncnc2N1 (stereo unspecified),-5%,11%,-4,-4,-12%,i,0.9,-0.3%,i,23,-0.2,1192,0.0%
CN(C(=O)COC(=O)CCc1c[nH]c2ccccc12)c1ccccc1,1%,9%,·,·,8%,i,0.9,-2.1%,i,30,·,·,·
CCCCCCOC(=O)C[N+](C)(C)CCOC1CC2CCC1(C)C2(C)C (stereo unspecified),40µM*,3%,57,25,10%,i,1.3,5.2%,i,38,-3.9,1093,0.5%
O=C(OCC(=O)N1CCCc2ccccc21)c1c(F)cccc1F,7%,3%,·,·,5%,i,0.6,-0.6%,i,16,·,·,·
COc1cc2[nH]c(=S)nc(NCCCOC(C)C)c2cc1OC,-11%,?,2,12,19%,i,0.9,0.3%,i,13,·,·,-1.0%
COC(=O)c1ccc(NC(=O)Nc2ccc(F)cc2)cc1,5%,16%,24,6,4%,i,0.5,2.9%,i,42,-6.7,1009,0.1%
O=C(Nc1ccc2c(c1)OCO2)c1ccc(S(=O)(=O)N2CCCC2)cc1,3%,8%,-17,-12,3%,i,0.2,1.6%,i,40,0.1,1024,0.0%
CCOC(=O)N1CCN(S(=O)(=O)c2c(C)nn(C)c2C)CC1,-9%,11%,12,12,-10%,i,0.7,2.0%,i,22,-0.5,695,0.1%
O=C(O)C/C(=C\c1cc2c(cc1Br)OCO2)c1nc2ccccc2s1,1%,3%,·,·,4%,i,1.0,1.3%,i,44,·,·,0.7%
O=C(NCCSc1ccccc1)c1ccccc1,8%,8%,13,-9,7%,i,1.5,0.1%,i,50,3.6,1115,0.5%
CC(Oc1ccccc1)C(=O)Nc1cccc(-c2nc3ccccc3[nH]2)c1 (stereo unspecified),5%,0%,31,40,17%,i,0.4,?,i,39,-0.3,1394,0.1%
C[C@H]1CCC(=O)N([C@H](CC#N)Cc2ccccc2)CC1,-3%,7%,·,·,8%,i,1.5,-0.9%,i,40,·,·,-0.5%
CCOc1ccccc1CNC(=O)CCc1cn(CC)c2ccccc12,-3%,·,·,·,27%,i,1.0,6.8%,i,33,·,·,-1.4%
CCOCC(=O)Nc1cc(C(=O)Nc2cc(C)cc(C)c2)ccc1Cl,2%,·,-1,6,-1%,·,·,-0.2%,i,54,1.0,1152,-0.5%
O=C(O)Cc1ccc(Oc2ncc(C(F)(F)F)cc2Cl)cc1,-5%,6%,-5,0,6%,i,0.2,0.9%,i,64,-2.4,1009,0.6%
CCCOc1ccc(C(=O)c2ccccc2C(=O)OC2CCOC2=O)cc1OCCC (stereo unspecified),·,7%,·,·,·,i,0.8,0.5%,i,43,·,·,·
COc1ccc(N2CCN(CC(=O)Nc3nnc(-c4ccccc4)s3)CC2)cc1,-19%,-4%,5,-60,9%,i,0.0,1.2%,i,30,-1.4,1111,0.4%
CSc1nnc2c3cc(C)ccc3n(Cc3ccccc3)c2n1,-4%,6%,5,7,5%,i,0.9,6.8%,i,54,-2.2,845,-0.1%
COC(=O)c1ccccc1S(=O)(=O)NNC(=O)Nc1ccccc1,1%,5%,·,·,-1%,i,0.8,1.1%,i,54,·,·,0.1%
CCCCOC(=O)CSc1nnc(-c2ccc(Cl)cc2Cl)o1,13%,12%,60*,53*,5%,i,0.6,-0.5%,i,13,0.4,1328,0.3%
O=S(=O)(NCc1cccnc1)c1ccc(Br)s1,-3%,1%,-3,5,11%,i,0.6,6.2%,i,55,-0.9,1214,-0.2%
CCCN1CCC(=O)N([C@H](CN=[N+]=[N-])CC(C)C)CC1,-9%,6%,·,·,2%,i,0.8,-1.0%,i,18,·,·,-0.3%
COc1ccc(/C=N/NC(=O)/C(=C/c2ccccc2)CCO)cc1,-11%,8%,-15,6,3%,i,0.4,2.5%,i,45,-1.5,1083,0.2%
Cc1nc2sc(C(c3cccc(F)c3)N3CCC(C)CC3)c(O)n2n1 (stereo unspecified),-15%,0%,-7,1,4%,i,1.4,0.1%,i,40,·,·,-0.2%
COc1cccc(-c2ncc3ccccc3c2COC(=O)N2CCCCC2)c1,·,-4%,·,·,·,i,2.7,11%,i,34,·,·,·
CCN(CC)S(=O)(=O)c1cc(C(=O)O)ccc1Cl,-11%,7%,2,-9,-3%,i,0.6,0.7%,i,17,-1.8,1044,0.9%
Clc1ccc(-c2cn3cccnc3n2)cc1Cl,9%,-4%,·,·,1%,i,1.3,3.5%,i,42,-0.3,1182,0.1%
CN(CC(=O)Nc1ccc(F)cc1)C(=O)COC(=O)C1CCN(c2ccc(C(F)(F)F)cn2)CC1,-4%,5%,·,·,15%,i,0.6,0.1%,i,39,·,·,·
Cc1ccc(Nc2nnc(SCC(=O)Nc3cccnc3Cl)s2)cc1C,12%,-1%,43,31,16%,i,0.6,?,i,50,0.9,556,-1.4%
COc1ccccc1Nc1nc(-c2cccc(N3C(=O)c4ccccc4C3=O)c2)cs1,11%,-4%,-1,-2,26%,i,0.9,3.3%,i,23,-0.2,1093,-0.2%
Nc1c2c(nc3sc4c(c13)CCCC4)CCCCCC2,2%,6%,15,2,4%,i,0.3,6.5%,i,28,1.8,572,-0.8%

Single records, from the list above. Screens in order: Salmonella PhoP GFP, Rac1 GTP hydrolysis, WT yeast gro inh, WT yeast gro inh mutant strain, Large T inhibition, Myeloid diff 2, Myeloid diff 2 GFP+ MAC1+ %, RSV CPE inhibition, T cell HTS, T cell HTS vesicle-bound %, b-catenin transl, b-catenin transl cell count 5 µM, West Nile virus CPE
C[C@H]1CCC(=O)N([C@H](CC#N)Cc2ccccc2)CC1 in the list: -3%, 7%, ·, ·, 8%, i, 1.5, -0.9%, i, 40, ·, ·, -0.5%
CCN(CC)S(=O)(=O)c1cc(C(=O)O)ccc1Cl in the list: -11%, 7%, 2, -9, -3%, i, 0.6, 0.7%, i, 17, -1.8, 1044, 0.9%

Next records.
canonical_smiles,Salmonella PhoP GFP,Rac1 GTP hydrolysis,WT yeast gro inh,WT yeast gro inh mutant strain,Large T inhibition,Myeloid diff 2,Myeloid diff 2 GFP+ MAC1+ %,RSV CPE inhibition,T cell HTS,T cell HTS vesicle-bound %,b-catenin transl,b-catenin transl cell count 5 µM,West Nile virus CPE
COc1ccc(C2CC(c3ccccc3)=NN2C(=O)CSc2nccc(=O)[nH]2)cc1 (stereo unspecified),2%,-18%,-4,-5,10%,i,0.3,6.2%,i,49,1.2,950,1.6%
Cn1ncc(Br)c1C(=O)Nc1c(F)c(F)cc(F)c1F,3%,-4%,-11,4,5%,i,0.9,-1.3%,i,24,2.5,520,1.7%
O=C(N/N=C/C=C/c1ccccc1)c1cccc(Br)c1,-2%,3%,-15,-3,?,i,4.3,4.3%,i,44,0.5,1370,-0.3%
CC1(C)CC(=O)C(C=NCC2CCN(C(=O)Cc3ccccc3)CC2)=C(O)C1,-10%,0%,-4,1,3%,i,0.5,-0.3%,i,57,-1.7,941,-0.2%
CCOC(=O)N1CCN(C(=S)NC(=O)/C=C/c2ccc(C)cc2)CC1,-7%,9%,·,·,13%,i,1.4,1.2%,i,19,·,·,-0.1%
Cc1ccc(C2CC(C(F)(F)F)n3ncc(C(=O)NCc4ccco4)c3N2)cc1 (stereo unspecified),2%,9%,-1,5,6%,i,2.3,5.6%,i,49,-7.8,964,?
O=C(NCCNC(=O)c1ccccc1Br)c1ccccc1Br,-5%,-4%,·,·,3%,i,0.6,1.6%,i,64,·,·,-0.3%
C[C@@H]1CN(C(=O)c2nc3ccc(Cl)cn3c2CN2CCc3sccc3C2)C[C@H](C)O1,6%,2%,12,0,6%,i,0.5,74%,i,53,-0.3,959,-1.6%
O=C(OCC(=O)C12CC3CC(CC(C3)C1)C2)c1ccccn1,1%,11%,·,·,9%,i,0.7,1.1%,i,10,·,·,0.7%
CC(CCc1ccc(O)cc1)NCCc1ccc(O)c(O)c1 (stereo unspecified),-6%,-13%,·,·,29%,i,13,-2.3%,i,41,·,·,-1.0%
CC(C)CCNC(=O)c1ccc(OC2CCN(S(=O)(=O)N(C)C)CC2)cc1,-1%,6%,-2,-8,-6%,i,0.2,4.3%,i,22,-0.3,1080,-1.3%
COc1ccc(N(CC(=O)NCCC2=CCCCC2)S(=O)(=O)c2ccccc2)cc1OC,-8%,1%,-6,4,5%,i,0.5,-2.0%,i,30,0.2,1541,-0.5%
